NSD2 inh: NSD2 (human) methyltransferase inhibition; NSD2-SET H3K36me1 DELFIA fluorescence, biochemical; O96028; AID 624260; 0.07% of 44,000 active; inhibition, % at 12.5 µM; in the data active = inhibition above about 54%, passing the limit was not always enough; inconclusive = no clear call, values can overlap the other calls;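 also: inhibitors reduce the monomethyl H3K36 fluorescence signal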
Target sequence (O96028 whole entry, looked up): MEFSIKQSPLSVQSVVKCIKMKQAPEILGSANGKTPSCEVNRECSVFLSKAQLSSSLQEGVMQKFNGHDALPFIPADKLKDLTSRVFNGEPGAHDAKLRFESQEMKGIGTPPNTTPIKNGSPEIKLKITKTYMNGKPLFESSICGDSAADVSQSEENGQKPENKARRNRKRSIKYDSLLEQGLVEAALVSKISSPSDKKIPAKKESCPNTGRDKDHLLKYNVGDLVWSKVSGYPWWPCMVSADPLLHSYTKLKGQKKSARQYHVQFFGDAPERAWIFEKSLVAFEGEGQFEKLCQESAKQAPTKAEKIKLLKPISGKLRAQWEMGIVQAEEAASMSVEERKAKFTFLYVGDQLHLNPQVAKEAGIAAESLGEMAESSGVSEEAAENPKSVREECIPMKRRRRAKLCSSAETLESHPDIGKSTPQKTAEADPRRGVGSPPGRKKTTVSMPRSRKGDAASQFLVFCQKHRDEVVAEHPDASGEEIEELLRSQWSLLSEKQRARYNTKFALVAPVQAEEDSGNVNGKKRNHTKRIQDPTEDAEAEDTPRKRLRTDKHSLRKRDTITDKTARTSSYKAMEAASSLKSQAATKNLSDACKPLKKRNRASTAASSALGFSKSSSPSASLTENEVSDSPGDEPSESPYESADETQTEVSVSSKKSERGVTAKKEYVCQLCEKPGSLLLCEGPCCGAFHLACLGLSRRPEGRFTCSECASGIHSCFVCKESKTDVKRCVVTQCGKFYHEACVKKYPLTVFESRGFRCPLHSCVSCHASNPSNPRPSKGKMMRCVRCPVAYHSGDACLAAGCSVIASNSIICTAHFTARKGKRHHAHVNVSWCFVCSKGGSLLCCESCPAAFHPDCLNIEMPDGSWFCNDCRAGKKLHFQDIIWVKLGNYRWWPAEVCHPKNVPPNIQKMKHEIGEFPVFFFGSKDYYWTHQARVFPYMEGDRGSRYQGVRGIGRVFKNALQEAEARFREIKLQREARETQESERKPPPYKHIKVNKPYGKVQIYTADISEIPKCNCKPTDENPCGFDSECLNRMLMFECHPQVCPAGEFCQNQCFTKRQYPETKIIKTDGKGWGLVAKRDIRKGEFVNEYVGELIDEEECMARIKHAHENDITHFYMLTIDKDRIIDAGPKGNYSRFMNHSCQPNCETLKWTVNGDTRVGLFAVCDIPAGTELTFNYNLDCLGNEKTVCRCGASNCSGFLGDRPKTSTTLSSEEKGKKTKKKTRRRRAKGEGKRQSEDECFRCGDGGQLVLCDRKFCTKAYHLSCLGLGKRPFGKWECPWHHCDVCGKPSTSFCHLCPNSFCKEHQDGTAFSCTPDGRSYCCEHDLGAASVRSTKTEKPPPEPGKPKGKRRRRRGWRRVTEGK
Numbers without * were called inactive; u = inconclusive; & = joins results of further samples.

Preview, 2 compounds:
SMILES	NSD2 inh
C[C@H](CO)N1C[C@H](C)[C@@H](CN(C)Cc2ccccc2)OCCCC[C@H](C)Oc2ccc(NC(=O)c3ccccc3)cc2C1=O	0
C[C@@H]1CCCCO[C@@H](CN(C)C(=O)Nc2ccccc2)[C@@H](C)CN([C@H](C)CO)C(=O)c2cc(NC(=O)Nc3ccc(F)cc3)ccc2O1	0

The list itself, repeating the preview:
SMILES	NSD2 inh
C[C@H](CO)N1C[C@H](C)[C@@H](CN(C)Cc2ccccc2)OCCCC[C@H](C)Oc2ccc(NC(=O)c3ccccc3)cc2C1=O	0
C[C@@H]1CCCCO[C@@H](CN(C)C(=O)Nc2ccccc2)[C@@H](C)CN([C@H](C)CO)C(=O)c2cc(NC(=O)Nc3ccc(F)cc3)ccc2O1	0
Cc1ccc(S(=O)(=O)N(C)C[C@@H]2Oc3ccc(NC(=O)Nc4ccc(C(F)(F)F)cc4)cc3CC(=O)N([C@H](C)CO)C[C@@H]2C)cc1	14
CCCC#Cc1cnc2c(c1)C(=O)N([C@H](C)CO)C[C@H](C)[C@@H](CN(C)Cc1ccccc1F)O2	2
CC(=O)CCCC1Cc2cccc(O)c2C(=O)O1 (centres undefined)	6
C[C@@H]1CN([C@H](C)CO)S(=O)(=O)c2ccc(C#CCN(C)C)cc2O[C@@H]1CN(C)Cc1ccc(F)cc1	1
CNC[C@H]1Oc2c(NS(=O)(=O)c3cccs3)cccc2C(=O)N([C@@H](C)CO)C[C@H]1C	3
C[C@H]1CCCCO[C@@H](CN(C)Cc2ccncc2)[C@@H](C)CN([C@@H](C)CO)C(=O)c2cc(NC(=O)Cc3ccccc3)ccc2O1	2
COc1ccc(-c2ccc3c(c2)O[C@H](CN(C)C)[C@H](C)CN([C@H](C)CO)S3(=O)=O)cc1	0
Cc1ccc(S(=O)(=O)N(C)C[C@H]2OCCCC[C@H](C)Oc3ccc(NS(=O)(=O)c4c(C)noc4C)cc3C(=O)N([C@H](C)CO)C[C@H]2C)cc1	-3
C/C=C/c1ccc2c(c1)O[C@H](CN(C)Cc1ccccc1)[C@@H](C)CN([C@H](C)CO)S2(=O)=O	6
C[C@@H]1CCCCO[C@@H](CN(C)S(=O)(=O)c2ccccc2)[C@H](C)CN([C@@H](C)CO)C(=O)c2cc(NC(=O)CCCN(C)C)ccc2O1	3
Cc1ccc(S(=O)(=O)N(C)C[C@@H]2Oc3ccc(NC(=O)CCN4CCOCC4)cc3CC(=O)N([C@@H](C)CO)C[C@@H]2C)cc1	-1
COC(/C=C/C(OC(C)=O)C(C)OC(C)=O)C(O)C1CC=CC(=O)O1 (centres undefined)	47
C[C@@H]1CN([C@H](C)CO)C(=O)c2cc(/C=C/c3ccccc3)cnc2O[C@H]1CN(C)C(=O)c1cccc(F)c1	1

Pulled by compound from the entries so far:
SMILES	NSD2 inh
Cc1ccc(S(=O)(=O)N(C)C[C@H]2OCCCC[C@H](C)Oc3ccc(NS(=O)(=O)c4c(C)noc4C)cc3C(=O)N([C@H](C)CO)C[C@H]2C)cc1	-3
C[C@H]1CCCCO[C@@H](CN(C)Cc2ccncc2)[C@@H](C)CN([C@@H](C)CO)C(=O)c2cc(NC(=O)Cc3ccccc3)ccc2O1	2
C[C@H](CO)N1C[C@H](C)[C@@H](CN(C)Cc2ccccc2)OCCCC[C@H](C)Oc2ccc(NC(=O)c3ccccc3)cc2C1=O	0
C[C@@H]1CN([C@H](C)CO)S(=O)(=O)c2ccc(C#CCN(C)C)cc2O[C@@H]1CN(C)Cc1ccc(F)cc1	1
COc1ccc(-c2ccc3c(c2)O[C@H](CN(C)C)[C@H](C)CN([C@H](C)CO)S3(=O)=O)cc1	0
CC(=O)CCCC1Cc2cccc(O)c2C(=O)O1 (centres undefined)	6

Later entries:
SMILES	NSD2 inh
C[C@@H]1CN([C@H](C)CO)C(=O)c2cccc(NS(=O)(=O)c3cccs3)c2O[C@@H]1CN(C)CC1CC1	6
C[C@H](CO)N1C[C@H](C)[C@H](CN(C)C(=O)Nc2ccc(F)cc2)Oc2ncc(-c3ccc(F)cc3)cc2C1=O	-5&-6
O=C(N/N=C/c1cc(O)ccc1[N+](=O)[O-])c1ccccc1O	-4
C[C@@H]1CN([C@@H](C)CO)C(=O)c2cccc(NC(=O)C3CC3)c2O[C@H]1CN(C)C	-2
C[C@H]1CN([C@@H](C)CO)C(=O)c2cccc(NS(=O)(=O)c3ccc(Cl)cc3)c2O[C@@H]1CN(C)C(=O)Nc1ccc(C(F)(F)F)cc1	-2
C[C@@H]1CN([C@@H](C)CO)C(=O)c2cc(NS(=O)(=O)c3ccccc3)ccc2O[C@H]1CN(C)C(=O)Nc1ccccc1	1
COc1cccc(C#Cc2ccc3c(c2)O[C@@H](CN(C)S(=O)(=O)c2ccccc2F)[C@H](C)CN([C@H](C)CO)S3(=O)=O)c1	1
Cc1noc(C)c1NC(=O)N(C)C[C@@H]1Oc2ccc(NC(=O)NC3CCCCC3)cc2C(=O)N([C@@H](C)CO)C[C@@H]1C	-1
C[C@H](CO)N1C[C@H](C)[C@H](CN(C)Cc2ccncc2)Oc2c(NC(=O)Nc3ccc(C(F)(F)F)cc3)cccc2C1=O	1
C[C@@H]1CN([C@H](C)CO)C(=O)c2cccc(NC(=O)c3nc4ccccc4s3)c2O[C@@H]1CN(C)C(=O)Nc1cccc2ccccc12	0
COc1ccccc1NC(=O)Cn1c(=O)oc2ccccc21	0
C[C@@H]1CN([C@H](C)CO)C(=O)c2cc(/C=C/c3ccccc3)cnc2O[C@H]1CN(C)C	1
C[C@H](CO)N1C[C@H](C)[C@@H](CN(C)C(=O)Nc2cccc3ccccc23)OCCCC[C@H](C)Oc2ccc(NC(=O)CCCN(C)C)cc2C1=O	-1
C[C@@H]1CN([C@@H](C)CO)C(=O)c2cc(NC(=O)C3CCCCC3)ccc2O[C@@H]1CN(C)S(=O)(=O)c1cn(C)cn1	-3
COc1ccc(CN(C)C[C@@H]2Oc3ccc(NC(=O)C4CC4)cc3CC(=O)N([C@@H](C)CO)C[C@H]2C)cc1	-2

Three entries already listed, ordered by length of the SMILES, low to high.
SMILES	NSD2 inh
C[C@@H]1CN([C@@H](C)CO)C(=O)c2cccc(NC(=O)C3CC3)c2O[C@H]1CN(C)C	-2
C[C@@H]1CN([C@@H](C)CO)C(=O)c2cc(NS(=O)(=O)c3ccccc3)ccc2O[C@H]1CN(C)C(=O)Nc1ccccc1	1
C[C@H]1CN([C@@H](C)CO)C(=O)c2cccc(NS(=O)(=O)c3ccc(Cl)cc3)c2O[C@@H]1CN(C)C(=O)Nc1ccc(C(F)(F)F)cc1	-2

Continuation.
SMILES	NSD2 inh
O=C(CCCCCCC(=O)Nc1ccccc1O)N/N=C/c1cc(Br)cc(Br)c1O	-7
CNC[C@@H]1OCCCC[C@H](C)Oc2ccc(NS(=O)(=O)c3ccc(Cl)cc3)cc2C(=O)N([C@H](C)CO)C[C@@H]1C	0
C[C@H](CO)N1C[C@H](C)[C@@H](CN(C)C(=O)Nc2ccccc2F)Oc2ncc(-c3cccc(F)c3)cc2C1=O	-4
CC(C)CC#Cc1ccc2c(c1)O[C@H](CN(C)C(=O)c1cccnc1)[C@H](C)CN([C@@H](C)CO)S2(=O)=O	-3
COc1ccc(CN(C)C[C@@H]2Oc3ccc(NC(=O)Nc4c(C)noc4C)cc3C(=O)N([C@@H](C)CO)C[C@H]2C)cc1	4
C[C@@H]1CN([C@@H](C)CO)C(=O)Cc2cc(NC(=O)Nc3ccccc3)ccc2O[C@@H]1CN(C)C	1
C[C@H](CO)N1C[C@H](C)[C@H](CN(C)S(=O)(=O)c2cn(C)cn2)Oc2ncc(/C=C/c3ccccc3)cc2C1=O	-1&-1
COc1ccc(C#Cc2ccc3c(c2)[C@]2(C(=O)N3)[C@H](C(=O)N3CCCCCCC3)[C@H]3C(=O)O[C@H](c4ccccc4)[C@H](c4ccccc4)N3[C@@H]2c2ccc(O)cc2)cc1	9
CC(C)NC(=O)N(C)C[C@H]1Oc2ccc(NC(=O)C3CCCCC3)cc2CC(=O)N([C@@H](C)CO)C[C@@H]1C	1
CCCC#Cc1ccc2c(c1)O[C@H](CN(C)C(=O)c1ccccc1)[C@@H](C)CN([C@H](C)CO)S2(=O)=O	-3
C[C@H]1CN([C@@H](C)CO)S(=O)(=O)c2ccc(-c3cccnc3)cc2O[C@H]1CN(C)C(=O)C1CCC1	4
C[C@@H]1CN([C@H](C)CO)C(=O)c2cc(NC(=O)CCCCCC(=O)Nc3ccccc3N)ccc2O[C@@H]1CN(C)C(=O)Nc1ccc(F)cc1	-4
C[C@@H]1CN([C@H](C)CO)C(=O)c2cc(-c3ccc(F)cc3)cnc2O[C@H]1CN(C)Cc1cccnc1	1
C[C@@H]1CN([C@H](C)CO)C(=O)Cc2cc(NS(=O)(=O)c3ccccc3)ccc2O[C@@H]1CN(C)C(=O)Nc1cccc2ccccc12	-2
C[C@@H]1CN([C@@H](C)CO)S(=O)(=O)c2ccc(-c3cncnc3)cc2O[C@@H]1CN(C)Cc1cncnc1	5
C[C@@H]1CN([C@@H](C)CO)S(=O)(=O)c2ccc(-c3cncnc3)cc2O[C@H]1CN(C)Cc1ccccc1	1
C[C@@H]1CCCCO[C@@H](CN(C)C(=O)Nc2ccc3c(c2)OCO3)[C@H](C)CN([C@H](C)CO)C(=O)c2cc(NC(=O)Nc3cccc4ccccc34)ccc2O1	-82
C[C@@H]1CN([C@@H](C)CO)C(=O)Cc2cc(NC(=O)Nc3ccc(C(F)(F)F)cc3)ccc2O[C@H]1CN(C)C(=O)Nc1ccc(F)cc1	-14
COCC(=O)N(C)C[C@@H]1Oc2cc(-c3cncnc3)ccc2S(=O)(=O)N([C@H](C)CO)C[C@@H]1C	3
COc1cccc(NC(=O)N(C)C[C@@H]2Oc3ncc(C#Cc4ccncc4)cc3C(=O)N([C@@H](C)CO)C[C@@H]2C)c1	5
C[C@@H]1CCCCO[C@@H](CN(C)C(=O)Nc2ccccc2)[C@@H](C)CN([C@H](C)CO)C(=O)c2cc(NS(C)(=O)=O)ccc2O1	-2
COC(=O)C[C@H]1O[C@@]2(C[C@@H]1[Si](C)(C)C)C(=O)N(C)c1ccccc12	4
C[C@@H]1CN([C@@H](C)CO)C(=O)c2cc(NS(C)(=O)=O)ccc2O[C@@H](C)CCCCO[C@@H]1CN(C)C(=O)Nc1ccccc1	0
Cc1noc(C)c1NC(=O)N(C)C[C@H]1Oc2ccc(NC(=O)CCN3CCOCC3)cc2C(=O)N([C@@H](C)CO)C[C@H]1C	-1
C[C@H](CO)N1C[C@H](C)[C@H](CN(C)C(=O)NC2CCCCC2)Oc2ccc(NS(=O)(=O)c3cccs3)cc2C1=O	3
COc1ccc(-c2ccc3c(c2)O[C@H](CN(C)Cc2cccnc2)[C@H](C)CN([C@@H](C)CO)S3(=O)=O)cc1	2
C[C@H]1CN([C@@H](C)CO)C(=O)c2cccc(NC(=O)C3CCOCC3)c2O[C@H]1CN(C)Cc1ccncc1	-4
O=C(N/N=C/c1c[nH]c2ccccc12)c1ccccc1O	5
C[C@H](CO)N1C[C@H](C)[C@H](CN(C)Cc2cccnc2)Oc2cc(/C=C/c3ccccc3)ccc2S1(=O)=O	-2
CC(C)NC(=O)N(C)C[C@H]1Oc2ccc(NC(=O)NC3CCCCC3)cc2CC(=O)N([C@H](C)CO)C[C@@H]1C	2
COc1ccc(/C=N/NC(=O)c2ccccc2O)c(OC)c1	2
C[C@@H]1CCCCO[C@H](CN(C)C(=O)Nc2ccc(C(F)(F)F)cc2)[C@H](C)CN([C@@H](C)CO)C(=O)c2cc(NS(=O)(=O)c3ccccc3)ccc2O1	-5
COc1ccc(S(=O)(=O)Nc2ccc3c(c2)C(=O)N([C@@H](C)CO)C[C@H](C)[C@@H](CN(C)C(=O)Nc2cccc4ccccc24)OCCCC[C@H](C)O3)cc1	-4
O=C(O)C1=C[C@@H](c2ccc3c(c2)Cc2ccccc2-3)C[C@@H](OCc2ccc(CO)cc2)O1	-16
CCCC#Cc1ccc2c(c1)O[C@H](CN(C)CC1CC1)[C@H](C)CN([C@H](C)CO)S2(=O)=O	1
C[C@H](CO)N1C[C@H](C)[C@H](CN(C)C)Oc2ncc(C#Cc3cccnc3)cc2C1=O	-6
CC1=CC(=O)C2C(C)(C)CC(O)CC2(C)C1(O)CO (centres undefined)	10
C[C@H](CO)N1C[C@H](C)[C@@H](CN(C)C(=O)Nc2cccc3ccccc23)Oc2ccc(NC(=O)CCC(F)(F)F)cc2CC1=O	1
C[C@@H]1CN([C@@H](C)CO)C(=O)c2cc(NC(=O)c3ccncc3)ccc2O[C@@H](C)CCCCO[C@@H]1CN(C)C(=O)NC1CCCCC1	0
CC(=O)N(C)C[C@@H]1Oc2cc(C#Cc3ccccc3)ccc2S(=O)(=O)N([C@@H](C)CO)C[C@H]1C	-1
C[C@@H]1CN([C@@H](C)CO)C(=O)c2cc(NC(=O)CCN3CCOCC3)ccc2O[C@@H]1CN(C)Cc1ccccc1	2
Cc1ccc(S(=O)(=O)N(C)C[C@@H]2Oc3ncc(C#CC4(O)CCCC4)cc3C(=O)N([C@@H](C)CO)C[C@@H]2C)cc1	1
CC(C)NC(=O)N(C)C[C@@H]1OCCCC[C@@H](C)Oc2ccc(NC(=O)CCCCCC(=O)Nc3ccccc3N)cc2C(=O)N([C@H](C)CO)C[C@@H]1C	-7
Cc1ccc(S(=O)(=O)N(C)C[C@@H]2Oc3ccc(NS(=O)(=O)c4cccs4)cc3CC(=O)N([C@@H](C)CO)C[C@H]2C)cc1	-2
NCCCCCCNC(=O)[C@H]1C[C@H]2C(=O)N[C@@H](Cc3ccccc3)C(=O)N2[C@H]1c1cccc(OCCO)c1	1
C[C@H](CO)N1C[C@H](C)[C@@H](CN(C)Cc2cncnc2)Oc2ncc(-c3ccc(F)cc3)cc2C1=O	-2
Cc1ccc(S(=O)(=O)N(C)C[C@H]2OCCCC[C@@H](C)Oc3ccc(NC(=O)Nc4ccc5c(c4)OCO5)cc3C(=O)N([C@@H](C)CO)C[C@H]2C)cc1	2
O=C(Nc1ccc(F)cc1)N[C@@H]1C=C[C@H](CC(=O)N2CCCCC2)O[C@H]1CO	5
C[C@@H]1CN([C@H](C)CO)C(=O)c2cc(NC(=O)Cc3ccccc3)ccc2O[C@@H](C)CCCCO[C@H]1CN(C)C	u

High-throughput results as filed in PubChem BioAssay.

The list is partial; count on the stated rates, not on these rows.
